PTHR1 ag: activates the human parathyroid hormone receptor PTHR1; Q03431; HEK293 GP2 PTHR1 cells, GloSensor cAMP luminescence, 1 h; Potency, µM (doses to about 115 µM), for the others: at the highest dose activation, usual class: activators; 0.075% of 410,000 active; also: potency is read from the fitted curve at half-maximal effect; nearly all actives have a fitted effect of over 55% in size; some results filed as inactive show a strong effect at the top dose; inactives centre near -15; many of its hits are not listed in these tables
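HEK-293-derived GP2 cells expressing PTHR1 and a GloSensor cAMP reporter, 3,000/well, plated overnight, given luciferin plus IBMX (each 0.5 mM as added) for 1 h at 37 °C, then compound for 1 h at 37 °C. Luminescence was read after 15 min at room temperature.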
EPAC2 antagonist: antagonists of human EPAC2; Potency, µM (doses to about 114 µM), without a hit: at the highest dose activity, negative = inhibition, most hits filed as inhibitors; Q8WZA2; EPAC2 GEF exchange of Rap1B-BODIPY-GDP, fluorescence; 0.18% of 360,000 active; also: potency is read from the fitted curve at half-maximal effect; % is scaled to controls: 0 for no effect and ±100 for the full control effect; nearly all actives have a fitted effect of over 45% in size; many of its hits are not listed in these tables
DRD3 agonist: activates the human D3 dopamine receptor; AID 652048; 0.58% of 410,000 active; P35462; max activation, %; D3R DiscoveRx beta-arrestin cells, luminescence, 90 min; in the data active = max activation above about 30%; also: 0% is about no effect; mostly tested at two doses, the higher about 12 µM
Target sequence (P35462 whole entry, looked up): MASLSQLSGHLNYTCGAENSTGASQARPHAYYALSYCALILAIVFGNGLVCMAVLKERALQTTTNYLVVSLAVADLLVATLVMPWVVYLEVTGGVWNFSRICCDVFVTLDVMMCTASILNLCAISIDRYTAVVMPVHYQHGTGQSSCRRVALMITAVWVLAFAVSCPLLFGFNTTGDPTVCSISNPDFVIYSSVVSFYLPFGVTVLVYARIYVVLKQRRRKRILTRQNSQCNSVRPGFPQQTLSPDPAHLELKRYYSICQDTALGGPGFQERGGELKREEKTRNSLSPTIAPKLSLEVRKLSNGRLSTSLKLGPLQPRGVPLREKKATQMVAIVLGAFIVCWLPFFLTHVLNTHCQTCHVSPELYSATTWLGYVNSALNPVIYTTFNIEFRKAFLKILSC
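Agonist-mode cell screen: cells plated at 1500/well and incubated overnight at 37 °C, then exposed to library compounds for 90 min at 37 °C. Detection reagent was added for 30–60 min at room temperature, and luminescence was read.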
CCT modulator: modulators of cytosolic chaperonin (CCT/TRiC) activity; activity change, % (test concentration not listed), hits read low; 0.3% of 360,000 active; purified chaperonin ATPase assay, HTRF ADP detection, 30 min; in the data active = activity change below about -30%; also: % is scaled to controls: 0 for no effect and ±100 for the full control effect
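We incubate TRiC, 40 or 20 nM final, with library compounds at 76 uM and 10 uM ATP for 30 min at 37 °C. ADP formed is detected with Transcreener HTRF reagents after 30 min at room temperature.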
pAkt inh: Akt phosphorylation inhibition. Neuro2A IGF-stimulated pAkt S473 HTRF, 20 min; stronger effect = lower value. activity change, % for hits at 50 µM. 0.32% of 360,000 active; in the data active = activity change below about -80%; inconclusive = mostly about -51% to -80%; also: % is scaled to controls: 0 for no effect and ±100 for the full control effect
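Neuro2A cells in DMEM with 0.5% FBS, overnight at 37 deg C, given compound at single 50 µM final, then IGF (6 nM final) for 20 min at 37 deg C. Lysed; phospho-Akt Ser473 by HTRF after 24 h, 665/615 ratio.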
EPAC2 agonist: EPAC2 (human) agonism. Q8WZA2. EPAC2 activation, biochemical qHTS; response scale: 100% = 6.5 mM cAMP response. Potency, µM (top dose mostly 154 µM), inactives show at the highest dose activation, usual class: activators. 0.079% of 360,000 active; also: potency is read from the fitted curve at half-maximal effect; nearly all actives have a fitted effect of over 50% in size
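In this primary screen, activation is scored as increased exchange of BODIPY-GDP from Rap1B by 100 nM EPAC2, with 50 uM GDP as competitor. Signal is normalized to the 6.5 mM cAMP agonist control.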
DRD3 antagonist: blocks the human D3 dopamine receptor; P35462; D3R cells, DiscoveRx beta-arrestin luminescence, antagonist mode; stronger effect = lower value; max response, negative = inhibition, %; 2.5% of 360,000 active; in the data active = max response below about -50%; inconclusive = no clear call, values can overlap the other calls; also: % is scaled to controls: 0 for no effect and ±100 for the full control effect; mostly tested at two doses, the higher about 12 µM
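Cells plated overnight at 1500 cells/well, then exposed to library compounds with dopamine controls for 90 minutes at 37 degrees C. DiscoveRx reagent added for 30–60 minutes at room temperature; luminescence read, quantitative HTS format.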
MmCpn inh: M. maripaludis TRiC chaperonin inhibition; purified Mm-Cpn ATPase, ADP Transcreener TR-FRET; Potency, µM (top dose mostly 76.9 µM), for inactives: at the highest dose activity, negative = inhibition, hits mostly inhibitors; 0.031% of 330,000 active; also: potency is read from the fitted curve at half-maximal effect; % is scaled to controls: 0 for no effect and ±100 for the full control effect; nearly all actives have a fitted effect of over 80% in size
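Eu-cryptate anti-ADP/ADP-d2 competition gives a ratio inversely related to ADP. Enzyme at 25 nM was pre-exposed to compound for 10 min, then given 10 uM ATP for 30 min, 37°C throughout.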
The depositor's hits bear a star; i = inactive; ? = inconclusive; nt = not tested or not shown; [ ] = dose if it differs, or a comment. Unless noted, calls follow the shape of the dose curve; as a rule, active = well fitted curve in the direction sought with a large enough effect; inconclusive = small, poorly fitted or top-dose-only effect, or another doubt; inactive = no such curve, though single readings can be large; an effect the other way counts as inactive or inconclusive. Some of the compounds tested; count on the stated rates, not on these rows.

Letters: A = PTHR1 ag; B = EPAC2 antagonist; C = DRD3 agonist; D = CCT modulator; E = pAkt inh; F = EPAC2 agonist; G = DRD3 antagonist; H = MmCpn inh
1: Cc1ccc(C)c(NC(=S)N(C)CCc2ccccn2)c1
  A: i	B: 12.5%	C: -7.1	D: -0.8	E: i	F: 4.3%	G: 6.5	H: -3.4%

2: CNC[C@H]1OCc2ccccc2-c2ccccc2C(=O)N([C@H](C)CO)C[C@H]1C
  A: -23.4%	B: -2.9%	C: 1.4	D: 1.3	E: i	F: 8.9%	G: 9.0	H: nt

3: Cc1ccc(C)c(NC(=O)CSc2ccc(-c3ccco3)nn2)c1
  A: -21.1%	B: -9.2%	C: 0.4	D: -0.9	E: i	F: 1.4%	G: -21.9	H: -2.8%

4: CC(=O)N1CCc2c(sc(NC(=O)C3CCCCC3)c2C(N)=O)C1
  A: -29.5%	B: -3.0%	C: 0.3	D: -1.2	E: i	F: 12.7%	G: 24.6	H: -3.5%

5: CCNc1nnc(CSc2nc3ccccc3s2)s1
  A: -2.1%[57.5 µM]	B: -3.3%	C: -1.5	D: 1.4	E: i	F: -9.9%	G: 23.9	H: -5.0%

6: O=C(CO/N=C1\CCCc2nonc21)Nc1ccc(Br)cc1
  A: -12.5%	B: -4.8%	C: -5.7	D: 0.4	E: i	F: 8.0%	G: -82.8*	H: -8.6%

7: Cc1ccc(S(=O)(=O)N2CCN(CC(=O)N/N=C\c3ccc(Cl)c([N+](=O)[O-])c3)CC2)cc1
  A: -5.2%	B: 4.4%	C: 2.5	D: 0.5	E: i	F: 1.0%	G: -19.9	H: 0.7%

8: O=S(=O)(Nc1nnc(C(F)(F)F)s1)c1ccc(Cl)cc1
  A: -0.8%	B: ?	C: 2.0	D: -1.5	E: i	F: 6.3%	G: 0.5	H: -0.9%

9: NC(=O)c1ccccc1OCC(=O)NS(=O)(=O)c1ccc(Cl)cc1
  A: i	B: 4.2%	C: 17.6	D: -0.6	E: i	F: 1.8%	G: 23.6	H: 0.6%

10: CCn1cc([N+](=O)[O-])c(C(=O)N2N=C(c3ccc4ccccc4c3)CC2c2cc(Br)ccc2O)n1 (stereo not given)
  A: i	B: 3.4%	C: 2.2	D: -12.7	E: i	F: 0.4%	G: -61.3*	H: -4.0%

11: Cc1cccnc1C(NC(=O)C1CCN(Cc2ccc(Oc3ccccc3)cc2)CC1)c1ccc(F)cc1 (stereo not given)
  A: i	B: 9.1%	C: -14.1	D: 1.5	E: i	F: 6.7%	G: -67.2*	H: nt

12: O=C(COc1nsnc1N1CCOCC1)Nc1ccc(Cl)cc1
  A: -32.6%	B: -20.8%	C: 1.7	D: 0.3	E: i	F: 6.3%	G: -4.2	H: -0.6%

13: Cc1cccc(N2CCN(C(=O)C(Cc3ccccc3)NC(N)=O)CC2)c1C (stereo not given)
  A: i	B: -13.8%	C: 13.7	D: -0.9	E: i	F: 6.3%	G: 4.9	H: 1.1%

14: COc1ccc(S(=O)(=O)N2CCN(C(=O)c3ccc(C)o3)CC2)cc1
  A: -26.9%	B: -9.6%	C: 1.3	D: -1.8	E: i	F: -1.2%	G: -13.2	H: 2.0%

15: O=C(CN(c1ccc(F)cc1)S(=O)(=O)c1ccccc1)NCCSC1CCCCC1
  A: -32.3%[inhibitor]	B: -3.4%	C: 9.7	D: -1.1	E: i	F: 8.5%	G: 36.1	H: 0.5%

16: CCSc1nc2sc3c(c2c(=O)n1C1CCCCC1)CCN(C)C3
  A: -24.1%	B: -2.7%	C: -5.0	D: -1.6	E: i	F: 1.2%	G: -20.1	H: -2.2%

17: CSc1nc2ccc(NS(=O)(=O)c3ccc(Cl)s3)cc2s1
  A: -22.3%	B: -1.2%	C: -7.1	D: 0.3	E: i	F: 24.7%	G: 28.6	H: ?

18: CNC(=O)c1c(C)[nH]c(=S)c(C#N)c1-c1ccco1
  A: -3.2%	B: 0.8%	C: 10.4	D: 1.3	E: i	F: 8.0%	G: 8.5	H: -3.2%

19: Clc1ccccc1-c1nc(-c2ccc(Br)o2)no1
  A: -31.9%[inhibitor]	B: -13.2%	C: -2.3	D: 0.0	E: i	F: 12.4%	G: 0.3	H: 1.3%

20: C=CCNc1ccc(N2C(=O)CCCC2=O)cc1[N+](=O)[O-]
  A: i	B: 2.6%	C: -3.6	D: 1.2	E: i	F: 6.1%	G: -7.6	H: 1.1%

21: COc1ccc(C2C(C(=O)C(C)(C)C)=C(O)C(=O)N2Cc2ccccc2)cc1 (stereo not given)
  A: -17.0%	B: -3.9%	C: -0.8	D: -2.0	E: i	F: -6.6%	G: 26.7	H: -5.5%

22: CC1(OC(=O)C2CCCC2)C(=O)C=C2C=C(c3ccsc3)N(Cc3ccccc3)C=C2C1=O (stereo not given)
  A: -12.6%	B: -14.4%	C: -4.6	D: -0.2	E: i	F: 7.5%	G: 0.0	H: -3.7%

23: OC(Cc1nc2ccccc2[nH]1)c1ccccc1Cl (stereo not given)
  A: -1.8%[57.5 µM]	B: -1.6%	C: 2.1	D: -2.9	E: i	F: 12.4%	G: -3.3	H: 2.1%

24: CN1CCN(S(=O)(=O)c2ccc(NC(=O)c3ccc(Br)s3)cc2)CC1
  A: i	B: -3.5%	C: -19.2	D: -1.0	E: i	F: 6.1%	G: -21.6	H: -4.1%

25: CCCNC(=O)Cn1cccc1C(=O)c1ccccc1
  A: -4.5%[57.5 µM]	B: -7.2%	C: 6.5	D: -2.7	E: i	F: 6.3%	G: -11.6	H: 0.4%

Molecules shown so far that contain fluorine, in the order listed:
Letters: A = PTHR1 ag; B = EPAC2 antagonist; C = DRD3 agonist; D = CCT modulator; E = pAkt inh; F = EPAC2 agonist; G = DRD3 antagonist; H = MmCpn inh
8: O=S(=O)(Nc1nnc(C(F)(F)F)s1)c1ccc(Cl)cc1
  A: -0.8%	B: ?	C: 2.0	D: -1.5	E: i	F: 6.3%	G: 0.5	H: -0.9%

11: Cc1cccnc1C(NC(=O)C1CCN(Cc2ccc(Oc3ccccc3)cc2)CC1)c1ccc(F)cc1 (stereo not given)
  A: i	B: 9.1%	C: -14.1	D: 1.5	E: i	F: 6.7%	G: -67.2*	H: nt

15: O=C(CN(c1ccc(F)cc1)S(=O)(=O)c1ccccc1)NCCSC1CCCCC1
  A: -32.3%[inhibitor]	B: -3.4%	C: 9.7	D: -1.1	E: i	F: 8.5%	G: 36.1	H: 0.5%

(list continues)
Letters: A = PTHR1 ag; B = EPAC2 antagonist; C = DRD3 agonist; D = CCT modulator; E = pAkt inh; F = EPAC2 agonist; G = DRD3 antagonist; H = MmCpn inh
26: Cc1ccccc1C(=O)Nc1c(C(=O)N2CCN(C)CC2)cnn1-c1ccccc1
  A: i	B: 8.3%	C: -2.8	D: -2.1	E: i	F: -6.3%	G: 4.2	H: nt

27: Nc1c(-c2ccc(Cl)cc2)cnc2c(-c3ccccc3)cnn12
  A: -5.9%	B: -5.5%	C: 10.1	D: 0.5	E: i	F: 11.8%	G: -28.6	H: -2.9%

28: CCN(CC)CCOC(=O)c1ccc(Cl)cc1
  A: i	B: 18.9%	C: -8.8	D: 2.3	E: i	F: -7.7%	G: -83.1*	H: 0.4%

29: COc1ccc(CNC(=O)C(C)N(Cc2ccco2)C(=O)c2snc(C(N)=O)c2N)cc1 (stereo not given)
  A: -7.4%[57.5 µM]	B: 19.2%	C: -7.6	D: -2.9	E: nt	F: 8.9%	G: -16.5	H: 1.9%

30: Cc1ccc(C(=O)Nc2cccc(C(=O)N/N=C/c3ccc(O)cc3)c2)cc1
  A: i	B: 1.0%	C: -19.4	D: 1.1	E: i	F: 13.9%	G: -17.1	H: -2.3%

4 entries picked at random from the list so far, as already listed:
Letters: A = PTHR1 ag; B = EPAC2 antagonist; C = DRD3 agonist; D = CCT modulator; E = pAkt inh; F = EPAC2 agonist; G = DRD3 antagonist; H = MmCpn inh
29: COc1ccc(CNC(=O)C(C)N(Cc2ccco2)C(=O)c2snc(C(N)=O)c2N)cc1 (stereo not given)
  A: -7.4%[57.5 µM]	B: 19.2%	C: -7.6	D: -2.9	E: nt	F: 8.9%	G: -16.5	H: 1.9%

27: Nc1c(-c2ccc(Cl)cc2)cnc2c(-c3ccccc3)cnn12
  A: -5.9%	B: -5.5%	C: 10.1	D: 0.5	E: i	F: 11.8%	G: -28.6	H: -2.9%

28: CCN(CC)CCOC(=O)c1ccc(Cl)cc1
  A: i	B: 18.9%	C: -8.8	D: 2.3	E: i	F: -7.7%	G: -83.1*	H: 0.4%

30: Cc1ccc(C(=O)Nc2cccc(C(=O)N/N=C/c3ccc(O)cc3)c2)cc1
  A: i	B: 1.0%	C: -19.4	D: 1.1	E: i	F: 13.9%	G: -17.1	H: -2.3%
